# Screens (PubChem)
# KCC2 mod: KCC2 cotransporter modulators, thallium flux, primary screen, cell-based, HEK293 KCC2, FluoZin-2 fluorescence, MLSMR | KCC2 cells, thallium flux FluoZin-2 fluorescence | B-score of Tl+ flux slope (higher = more flux/activation; lower = inhibition) at 10 µM | 190,000 compounds, 2.2% hits | AID 1456, 2008 | Solute carrier family 12 member 5 (Homo sapiens), Q9H2X9;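 active means thallium flux slope and its plate-corrected score both differing from the plate sample mean at a set confidence after two filtering rounds, in either direction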;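 further: slope of fluorescence scaled to starting intensity during 10 to 20 s after thallium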
# Rad51 HR inh: human RAD51 strand exchange inhibitors, primary screen, biochemical, fluorescence. 200,000 compounds, 0.085% hits. AID 1385, 2008. inhibition, % at 10 µM. DNA repair protein RAD51 homolog 1 (Homo sapiens), Q06609. hRad51 DNA strand exchange, fluorescence dequenching;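 active means inhibition above 40% at the single screening dose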;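 further: 0% = DMSO control wells and 100% = blanks with heterologous ssDNA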
#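 material = hRad51 filaments on single-stranded DNA | timing = filaments 15 min 37 °C, then compound 30 min | signal = FRET fluorescence dequenching, excitation 485 nm, emission 520 nm | benchmarks = control wells and blank wells on each plate | evaluation = percent inhibition relative to plate controls and blanks | compound = 10 µM final, single point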
# Thrombin inh: human alpha-thrombin inhibitors, primary screen, counter-screen for coagulation protease inhibitor project, biochemical, 1536-well, fluorogenic AMC substrate | Boc-VPR-AMC fluorogenic substrate cleavage | inhibition, % at 5 µM | 220,000 compounds, 0.26% hits | AID 1046, 2008;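 active means inhibition at or above 40%; inactive means inhibition below 40%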;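 further: 0% = enzyme with no compound and 100% = wells without enzyme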
#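 System: Human alpha-thrombin protein | Medium: pH 7.5 Tris (50 mM) with NaCl 150 mM, Tween 20 0.05% | Times: Enzyme reaction carried out at room temperature | Detection: AMC fluorescence, 355/460 nm | Evaluation: Percent inhibition scaled between no-compound controls and no-enzyme blanks | Benchmarks: Enzyme without compound as high, wells lacking enzyme as low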
# eIF4E 4G PPI: eIF4E–eIF4G protein interaction inhibitors, primary screen, biochemical, uHTS, TR-FRET, eIF4GI fragment | AID 782, 2007 | 220,000 compounds, 0.37% hits | TR-FRET eIF4E-eIF4GI(517-606) binding, 2 h | Eukaryotic translation initiation factor 4E (Mus musculus) + Eukaryotic translation … | inhibition, % at 21.7 µM;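 further: 0% = full FRET control wells and 100% = background wells lacking eIF4GI fragment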
# Furin inh: human furin inhibitors, primary screen, biochemical, fluorescence intensity; AID 463115, 2010; P09958; 220,000 compounds, 0.061% hits; inhibition, % at 30 µM; purified furin, fluorogenic substrate cleavage; in the data active means inhibition above about 25%; further: inactives centre near -15
# EBV gp42 block: Epstein-Barr virus gp42 inhibitors, primary screen, biochemical, uHTS, fluorescence polarization. Glycoprotein 42 (Epstein-Barr virus (strain AG876)), Q1HVG2. Fluorescence polarization binding assay, mP read-out. inhibition, % (tested at 21.74 µM). 220,000 compounds, 0.42% hits. AID 1085, 2008; in the data active means inhibition above about 50%
# Target sequence (Q1HVG2 whole entry, looked up): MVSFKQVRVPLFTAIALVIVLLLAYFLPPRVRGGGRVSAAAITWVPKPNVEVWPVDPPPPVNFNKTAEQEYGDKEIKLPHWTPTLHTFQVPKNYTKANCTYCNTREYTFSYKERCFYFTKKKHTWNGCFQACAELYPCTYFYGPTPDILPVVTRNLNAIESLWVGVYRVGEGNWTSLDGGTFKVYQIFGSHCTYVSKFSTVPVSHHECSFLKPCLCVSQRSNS
# hK5 inh: human KLK5 protease inhibitors, primary screen, biochemical, 1536-well. Kallikrein-5 (Homo sapiens), Q9Y337. recombinant hK5, fluorogenic AMC substrate cleavage. inhibition, % at 5 µM. 210,000 compounds, 0.59% hits. AID 873, 2007;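 active means inhibition of 40% or more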;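 further: 0% = enzyme controls without compound and 100% = no-enzyme blanks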
# 14-3-3 Bad PPI: inhibitors of 14-3-3 zeta/Bad binding, primary screen, biochemical, TR-FRET, bovine 14-3-3 zeta; TR-FRET 14-3-3zeta/Dy647-pBad peptide displacement, 1 h; 14-3-3 protein zeta/delta (Bos taurus), P63103; inhibition, % at 21.7 µM; 220,000 compounds, 0.71% hits;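 active means inhibition above about 70%, limit read from the data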;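 further: 0% = full 14-3-3 plus peptide FRET controls and 100% = background without 14-3-3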
# NCF1 inh: p47phox/p22phox peptide binding inhibitors, primary screen, biochemical, uHTS, NADPH oxidase regulatory subunit; AID 1274, 2008; Neutrophil cytosol factor 1 (Homo sapiens), P14598; inhibition, % at 24.7 µM; 220,000 compounds, 0.53% hits; fluorescence polarization, 2 h;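 further: 0% = p47phox with labelled peptide and 100% = labelled peptide alone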
# Target sequence (P14598 whole entry, looked up): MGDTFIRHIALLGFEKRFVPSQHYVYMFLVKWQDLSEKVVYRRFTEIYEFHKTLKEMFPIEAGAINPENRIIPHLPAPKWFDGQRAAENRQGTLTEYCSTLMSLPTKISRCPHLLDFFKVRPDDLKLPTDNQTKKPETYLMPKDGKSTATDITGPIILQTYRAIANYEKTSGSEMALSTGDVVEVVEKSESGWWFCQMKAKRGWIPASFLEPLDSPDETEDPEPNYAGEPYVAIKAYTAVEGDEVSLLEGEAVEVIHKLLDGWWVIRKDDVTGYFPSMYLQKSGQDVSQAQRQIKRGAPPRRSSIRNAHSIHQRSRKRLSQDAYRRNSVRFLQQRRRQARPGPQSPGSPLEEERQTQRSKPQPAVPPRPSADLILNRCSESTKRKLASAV
# * hit, by the source's call; nt = not tested or not shown; & = joins results of further samples; [ ] = another dose, or the depositor's remark.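 How the source made its calls, unless noted: active means inhibition above about 30% (limit read from the data); inactive means the rest.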 This is a subset; count on the stated rates, not on these rows.
molecule	KCC2 mod	Rad51 HR inh	Thrombin inh	eIF4E 4G PPI	Furin inh	EBV gp42 block	hK5 inh	14-3-3 Bad PPI	NCF1 inh
CCCCOc1ccc(CC(=O)NO)cc1	-0.71	-2	-2	1	-16	-3	-13	-4	-2
C/C=C(/C)C(=O)O[C@@H]1c2cc(OC)c(OC)c(OC)c2-c2c(cc3c(c2OC)OCO3)C[C@H](C)[C@]1(C)O	-0.25	-5	1	-4	-20	-15	3	-2	0
CN(C)CCOc1ccccc1Cc1ccccc1	0.56	-2	nt	16	-18	9	-15	-9	-5
CNc1c2c(nn1C)CCCC2	0.21	-6	-3	5	-8[20 µM]	-9	4	29	-1
C[C@@H]1C[C@H]2[C@@H]3C[C@H](F)C4=CC(=O)C=C[C@]4(C)[C@@]3(F)[C@@H](O)C[C@]2(C)[C@@]1(O)C(=O)COC(=O)C(C)(C)C	0.083	0	nt	-1	-10	7	-12	7	-1
C/C=C(/C)C(=O)OC1c2c(ccc3ccc(=O)oc23)OC(C)(C)C1OC(=O)/C(C)=C\C (stereo unspecified)	-1	-6	1	-1	-16	-11	-3	-2	-18
Cn1c(=O)c2c(ncn2CCO)n(C)c1=O	0.0057	-4	nt	6	nt	-12	nt	-3	2
C=C1c2cccc(O)c2C(O)=C2C(=O)[C@]3(O)C(O)=C(C(N)=O)C(=O)[C@@H](N(C)C)[C@@H]3[C@@H](O)[C@H]12	nt	2	2	6	-15	-13	-5	39	1
COc1ccccc1OCCNCC(O)COc1cccc2[nH]c3ccccc3c12 (stereo unspecified)	-1.5&-0.31	2	nt	3&10	nt	-9&-6	nt	8&5	-4&-13
Cc1cccc(C)c1NC(=O)C1CCCCN1C (stereo unspecified)	0.0016	3	0	0	-10	-8	-2	3	2
COc1ccc2ccc(=O)oc2c1	-0.36	3	1	5	-43	-17	1	8	-7
O=c1cc(-c2ccc(O)cc2)oc2cc(O[C@@H]3O[C@H](CO)[C@@H](O)[C@H](O)[C@H]3O[C@@H]3OC[C@](O)(CO)[C@H]3O)cc(O)c12	0.26	-2	1	3[fluorescence artefact?]	12	-17	-3	-14	7
CCCCC1C(=O)N(c2ccccc2)N(c2ccccc2)C1=O	-0.83	1	4	4	-17	-9	-8	-3	1
COc1ccc2nc(NC(=O)Nc3ccccc3)sc2c1	-4.6	-4	-5	4	-10	2	-13	4	-11
O=C(Nc1ccc(C(=O)O)c(O)c1)c1ccccc1	-0.41	-4	0	3	-6	-9	1	7	0
Cc1cccc2c1NC(=O)/C2=C\C(=O)c1cccs1	nt	0	-2	-4	-17[20 µM]	-19	10	-4	-9
NC(N)=NC(=O)Cc1c(Cl)cccc1Cl	-2.2	-1	0	2	-1	-5	-3	3	-1
Cc1[nH]c2ccccc2c1/C=N/NC(N)=S	-0.69	2	-7	-4	-7	-13	1	-2	-10

# Retrieved one by one from the list above, two records:
molecule	KCC2 mod	Rad51 HR inh	Thrombin inh	eIF4E 4G PPI	Furin inh	EBV gp42 block	hK5 inh	14-3-3 Bad PPI	NCF1 inh
Cc1cccc(C)c1NC(=O)C1CCCCN1C (stereo unspecified)	0.0016	3	0	0	-10	-8	-2	3	2
COc1ccccc1OCCNCC(O)COc1cccc2[nH]c3ccccc3c12 (stereo unspecified)	-1.5&-0.31	2	nt	3&10	nt	-9&-6	nt	8&5	-4&-13

# Part of the list above in another layout.
# Results follow in this order: KCC2 mod	Rad51 HR inh	Thrombin inh	eIF4E 4G PPI	Furin inh	EBV gp42 block	hK5 inh	14-3-3 Bad PPI	NCF1 inh
CCCCOc1ccc(CC(=O)NO)cc1
  -0.71	-2	-2	1	-16	-3	-13	-4	-2
C/C=C(/C)C(=O)O[C@@H]1c2cc(OC)c(OC)c(OC)c2-c2c(cc3c(c2OC)OCO3)C[C@H](C)[C@]1(C)O
  -0.25	-5	1	-4	-20	-15	3	-2	0
CN(C)CCOc1ccccc1Cc1ccccc1
  0.56	-2	nt	16	-18	9	-15	-9	-5
CNc1c2c(nn1C)CCCC2
  0.21	-6	-3	5	-8[20 µM]	-9	4	29	-1
C[C@@H]1C[C@H]2[C@@H]3C[C@H](F)C4=CC(=O)C=C[C@]4(C)[C@@]3(F)[C@@H](O)C[C@]2(C)[C@@]1(O)C(=O)COC(=O)C(C)(C)C
  0.083	0	nt	-1	-10	7	-12	7	-1
C/C=C(/C)C(=O)OC1c2c(ccc3ccc(=O)oc23)OC(C)(C)C1OC(=O)/C(C)=C\C (stereo unspecified)
  -1	-6	1	-1	-16	-11	-3	-2	-18
Cn1c(=O)c2c(ncn2CCO)n(C)c1=O
  0.0057	-4	nt	6	nt	-12	nt	-3	2
C=C1c2cccc(O)c2C(O)=C2C(=O)[C@]3(O)C(O)=C(C(N)=O)C(=O)[C@@H](N(C)C)[C@@H]3[C@@H](O)[C@H]12
  nt	2	2	6	-15	-13	-5	39	1
COc1ccccc1OCCNCC(O)COc1cccc2[nH]c3ccccc3c12 (stereo unspecified)
  -1.5&-0.31	2	nt	3&10	nt	-9&-6	nt	8&5	-4&-13
Cc1cccc(C)c1NC(=O)C1CCCCN1C (stereo unspecified)
  0.0016	3	0	0	-10	-8	-2	3	2
